ER stress death = protection against thapsigargin ER stress killing – CSM14.1 cells, ATP luminescence, primary screen | CSM14.1 thapsigargin ER stress survival | relative survival (cellular ATP), % at 15 µg/mL (by protocol) | 0.33% of 48,000 active | AID 1010, 2008;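 active means survival measured by cellular ATP above 50% at 15 µg/ml in the first screen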;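 further: cell death triggered by about 15 µM thapsigargin; ATP read 24 h after thapsigargin was added; plate controls were thapsigargin with DMSO for no effect and DMSO without thapsigargin for full effect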
Active calls of the source: *. Only part of the results is shown; count on the stated rates, not on these rows.

| molecule | ER stress death |
| --- | --- |
| COC(=O)/C(=N/O)c1c[nH]c2ccccc12 | 4 |
| Cc1c(Cl)cccc1-n1ncnc1-c1ccc(Br)cc1 | 5 |
| COC(=O)Nc1ccc2c(c1)N(C(=O)CCN(C)C)c1ccccc1CC2 | -3 |
| O=c1[nH]c(=S)[nH]c2c1C1(CCCC1)Cc1ccccc1-2 | 8 |
| CC1(C)C2CC3C(C)(O)C(c4ccccc4)P(=O)(Cc4ccccc4)C3(C)CC21 (stereo unspecified) | 10 |
| Cc1nnc(/N=C2\C(=O)Nc3ccccc32)s1 | 5 |
| CCOC(=O)C(=CNCC(=O)O)C(=O)OCC | 12 |
| CCCCOc1ccc(C(=O)Nc2cccc(NC(=O)c3ccccc3Cl)c2)cc1 | 8 |
| CCOC(=O)c1sc(NC(=O)c2ccc(C)c([N+](=O)[O-])c2)c(C(=O)OCC)c1C | -5 |
| COc1cc(C)c(/C(C)=N\Nc2nc(C)c(C(C)=O)s2)cc1OC | 0 |
| O=C(NC1CC1)c1cc(-c2cccs2)nc2ccccc12 | 5 |
| COc1cc(/C=C2/C(=O)N(c3ccccc3)N=C2C)cc([N+](=O)[O-])c1O | 0 |
| N#Cc1ccccc1C(C(N)=O)(c1ccccc1)c1ccccc1C#N | 16 |
| CC(=O)Nc1c2ccc([N+](=O)[O-])cc2n2c(C)nc3ccc(Cl)cc3c12 | 2 |
| CCOc1cc(C(=O)Nc2sc3c(c2C(=O)OC)CCCCC3)cc(OCC)c1OCC | 12 |
| COc1ccccc1NC(=O)C(Cc1c[nH]c2ccccc12)NC(=O)Oc1ccccc1 (stereo unspecified) | 0 |
| Cc1ccc(/C=N/c2ncn[nH]2)c(O)c1 | 2 |
| CC1=NN(C(=O)c2ccc(Cl)cc2)C(O)(c2ccc(Cl)cc2)C1 (stereo unspecified) | 2 |
| Cc1ccc(-c2ccc(OCC(=O)Nc3cccc([N+](=O)[O-])c3)cc2)cc1 | 2 |
| CC(C)c1ccc(N2C(=O)NC(=O)/C(=C/c3cc4c(cc3Cl)OCO4)C2=O)cc1 | 6 |
| COc1ccccc1C(=O)Nc1cc(-c2nc3ncccc3o2)ccc1C | 4 |
| CCOC(=O)c1c[nH]c2ccc([N+](=O)[O-])cc2c1=O | -4 |
| COC(=O)c1cc(C(=O)NC2CCCCCC2)cc([N+](=O)[O-])c1 | 3 |
| O=c1oc2cc(O)c([N+](=O)[O-])cc2cc1-c1csc(-c2ccc(Cl)cc2)n1 | -6 |
| CCOC(=O)c1c(N2CCOCC2)c2ccccc2[nH]c1=O | 8 |
| COc1cc(C)c(CNC23CC4CC(CC(C4)C2)C3)cc1C | -14 |
| COc1ccc(-c2cn3ccccc3n2)cc1Br | -3 |
| CCSc1nnc2c(n1)[nH]c1c(C)cccc12 | 10 |
| CC1(C)CC(=O)C(C2(C3=C(O)CC(C)(C)CC3=O)C(=O)Nc3ccccc32)C(=O)C1 (stereo unspecified) | -1 |
| COC(=O)Cn1cc(/C=C2\C(=O)NC(=O)N(c3cccc(F)c3)C2=O)c2ccccc21 | 7 |
| COc1cc(CN2CCN(C(=O)c3ccc(-c4ccccc4)cc3)CC2)cc(OC)c1OC | 75* |
| O=C(CN(c1ccccc1)S(=O)(=O)c1ccccc1[N+](=O)[O-])NC1CCCCC1 | 4 |
| O=C1CCCC2=C1C(c1ccc([N+](=O)[O-])cc1)C1=C(CCCC1=O)N2c1ccc(Cl)cc1 | 1 |
| CCOC(=O)c1ccccc1NC(=O)CN(c1ccccc1)S(=O)(=O)c1ccccc1[N+](=O)[O-] | 5 |
| COc1ccc(C(=O)c2ccc(N3CCOCC3)c([N+](=O)[O-])c2)cc1 | 2 |
| CCCOc1nc2ccccc2nc1NS(=O)(=O)c1ccccc1 | 0 |
| CC(C)(C)OC(=O)c1ccc([N+](=O)[O-])cc1 | 0 |
| CCOC(=O)c1ccc(NC(=O)CN(c2ccc(C)cc2)S(C)(=O)=O)cc1 | -2 |
| Cc1ccc(NS(=O)(=O)c2ccc([N+](=O)[O-])cc2)cc1 | -4 |
| COc1ccccc1CNC(=O)C1CC(=O)N(c2ccc(F)cc2)C1 (stereo unspecified) | 1 |
| CCn1c2ccccc2c2cc(NC(=O)c3cccc([N+](=O)[O-])c3C)ccc21 | 1 |
| Cc1ccc(S(=O)(=O)C(CC(=O)c2ccc(O)cc2)c2ccccc2)cc1 (stereo unspecified) | 0 |
| CC(=O)Nc1ccc(Sc2ccccc2[N+](=O)[O-])cc1C | 10 |
| CCCn1c(/N=C/c2cccs2)nc2ccccc21 | 1 |
| O=C(CSc1nc2ccc([N+](=O)[O-])cc2[nH]1)c1ccc(F)cc1 | 0 |
| N#Cc1c2c(c(NCCCCO)n3c1nc1ccccc13)CCC2 | 7 |
| COc1ccccc1NC(=O)CC1S/C(=N\N=C\c2ccc(C)o2)NC1=O (stereo unspecified) | 3 |
| COc1cccc(OC)c1C(=O)Nc1cccc(C(=O)c2ccccc2)c1 | 1 |
| CC(/C=C1\SC(=S)N(C(C)C(=O)O)C1=O)=C\c1ccccc1 (stereo unspecified) | -8 |
| CC(=O)Nc1ccc2c(c1)ncn2-c1ccccc1 | -4 |
| COC(=O)c1c(-c2ccc(OC)c(OC)c2)csc1NC(=O)c1ccc(OCC(C)C)cc1 | 3 |
| CCOC(=O)CCCN1C(=O)/C(=C/c2ccccc2)SC1=S | 8 |
| CCCN/N=C/c1c(C)[nH]n(-c2ccccc2)c1=O | 4 |
| CCc1nn(-c2ccccc2)c(N)c1-c1ccc(OC)c(OC)c1 | -2 |
| O=[N+]([O-])c1ccc(N2CCN(S(=O)(=O)c3ccccc3)CC2)cc1NC1CC1 | -2 |
| Cc1ccc(OCCNC(=O)c2ccc(Br)cc2)cc1 | 4 |

Other records follow.
| molecule | ER stress death |
| --- | --- |
| Nc1nonc1-c1nc2ccccc2n1Cc1ccc(F)cc1 | 2 |
| O=C(NCC1OCCc2ccccc21)c1ccccc1Cl (stereo unspecified) | -2 |
| Nc1nnc(CC(=O)N/N=C/c2cccc(Cl)c2)s1 | 12 |
| CCn1c(C)[n+](CC)c2ccc(S(=O)(=O)N3CCCCC3)cc21 | 1 |
| COc1ccccc1NC(=O)c1ccc(Br)o1 | 7 |
| O=C(NCC1CCCO1)c1cc2n(n1)C(C(F)(F)F)CC(c1ccco1)N2 (stereo unspecified) | 7 |
| O=C(CNc1cccc(Cl)c1)c1ccc([N+](=O)[O-])cc1 | 1 |
| Cc1ccc(OCC(=O)NCc2ccccc2Cl)c(Br)c1 | 6 |
| Cc1ccc(C(=O)N/N=C/C=C/c2ccc([N+](=O)[O-])cc2)cn1 | 2 |
| Cc1cc(Cl)ccc1OC(C)C(=O)NCCCn1ccnc1 (stereo unspecified) | -2 |
| C(=NN1CCN(c2ccccn2)CC1)c1ccc(OCc2ccccc2)cc1 | 14 |
| Cc1ccc(-n2nnnc2C(=N)c2nnnn2-c2ccc(C)cc2)cc1 | 1 |
| COc1ccc(/C=C/C(=O)NC(=S)Nc2ccc(S(=O)(=O)N=C(N)N)cc2)cc1 | 9 |
| C/C(=N\NC(=O)COc1ccccc1[N+](=O)[O-])c1ccc(Cl)cc1 | -5 |
| COc1ccc(Br)cc1C(=O)Nc1cccc(-c2nc3ncccc3o2)c1C | 2 |
| Cc1ccc(C(=O)N/C(=C\c2ccccc2)C(=O)NCc2ccncc2)cc1 | 1 |
| CC(=O)NN1C(=O)/C(=C\c2ccc(F)cc2)SC1=S | 12 |
| CCOC(=O)C1=C(O)CSC1=Nc1ccc(OC)cc1 | -3 |
| O=[N+]([O-])c1ccc(S(=O)(=O)NC2c3ccccc3Oc3ccccc32)cc1 | -1 |
| CCSc1nnc(NC(=O)c2ccc(Cl)cc2Cl)s1 | 4 |
| Clc1ccc2nc(N/N=C/c3ccc4c(c3)OCO4)nc(-c3ccccc3)c2c1 | 0 |
| NS(=O)(=O)c1ccc(N=Nc2c(-c3ccccc3)[nH]n(-c3nc(-c4ccccc4)cs3)c2=O)cc1 | 7 |
| COc1ccc(N(CC(=O)Nc2cccc(C(F)(F)F)c2)S(C)(=O)=O)cc1 | -9 |
| COC(=O)c1cc(NC(=O)COc2ccc([N+](=O)[O-])cc2)cc(C(=O)OC)c1 | 6 |
| CCCC(C)NC(=O)c1ccc([N+](=O)[O-])cc1Cl (stereo unspecified) | 0 |
| O=C(NC(=S)Nc1ncn[nH]1)c1ccccc1 | 9 |
| Cc1ccccc1NCC(=O)N/N=C\c1cccnc1 | 11 |
| COC(=O)c1c(C)oc2ccc(OCc3cccc(Br)c3)cc12 | 0 |
| COc1cc(C2CC(=O)NC(C)=C2C(=O)OC(C)C)c(Br)c(OC)c1OC (stereo unspecified) | 3 |
| CC(C)OC(=O)c1ccc(NC(=O)COc2cc(Cl)ccc2Cl)cc1 | 11 |
| COc1ccc(NC(=O)c2ccccc2[N+](=O)[O-])cc1 | 6 |
| CN(C)c1cc(N/N=C/c2ccc([N+](=O)[O-])cc2)nc(N(C)C)n1 | 3 |
| COc1ccc(OC)c(/C(C)=N\NC(=O)c2cccnc2)c1 | -5 |
| Cc1cccc(-n2c(C)cc(/C=C3/SC(=O)NC3=O)c2C)c1 | 0 |
| CCCOC(=O)C1=C(C)NC2=C(C(=O)CC(C)(C)C2)C1c1ccc(O)c([N+](=O)[O-])c1 (stereo unspecified) | 2 |
| COc1ccc(C(=O)Nc2ccc(N(C)C)cc2)cc1[N+](=O)[O-] | -7 |
| O=C(Nc1nc(-c2ccccc2)cs1)C(c1ccccc1)c1ccccc1 | 12 |
| C=C(C)C(=O)OCn1c2ccccc2c2cc([N+](=O)[O-])ccc21 | -1 |
| COc1cc2c(cc1CN1CCN(C(=O)CC(C)C)CC1)OCO2 | 44 |
| CCCCN(CCCC)C(=O)CSc1nc2ccccc2[nH]1 | 1 |
| COc1ccc(CCNC(=O)c2ccc(C)c([N+](=O)[O-])c2)cc1OC | 3 |
| CCOC(=O)C1C(=O)C=C(c2ccc(OC)cc2)CC1c1ccccc1 (stereo unspecified) | 12 |
| Cc1ccc(N2C(=O)NC(=O)/C(=C\c3ccc(O)c(I)c3)C2=O)cc1 | -2 |
| O=C(c1ccc(F)cc1F)N1CCN(c2cc(N3CCOCC3)c(F)cc2[N+](=O)[O-])CC1 | 1 |
| CCOC(=O)/C(C#N)=C\c1cccn1C | 0 |
| Cc1ccc(NC(=O)/C=C/c2ccc(C)o2)cc1 | -18 |
| O=c1[nH]n(-c2ccc(Cl)cc2)c(O)c1/C=C1\C=Nc2ccccc21 | 11 |
| Cc1ccc(-c2cc(NC(=O)c3cccc(C)c3)n[nH]2)cc1 | -1 |
| N/C(=N\OC(=O)c1ccccc1[N+](=O)[O-])c1ccncc1 | 6 |
| O=C1/C(=C\c2cccs2)SC(=S)N1c1cccc(Br)c1 | 9 |
| N#CSCCCCOc1ccccc1F | 16 |
| NC(=O)c1ccccc1NC(=O)Cc1ccc(Cl)cc1 | 6 |
| COc1ccc(N2C(=O)C(Cl)=C(Nc3ccc(C)c(Cl)c3)C2=O)cc1 | 3 |
| Fc1ccc(-c2noc(-c3ccc(Cl)cc3)n2)cc1 | 2 |
| CC(C)C1=NN2C(=N)/C(=C/c3ccc(-c4ccc(F)c(Cl)c4)o3)C(=O)N=C2S1 | 4 |
| O=C(COc1ccc([N+](=O)[O-])cc1)Nc1ccc(NC(=O)c2cccc(Cl)c2)cc1 | 13 |

(continued)
| molecule | ER stress death |
| --- | --- |
| O=C(NCCN1CCOCC1)c1cnn2c1NC(c1cccs1)CC2C(F)(F)F (stereo unspecified) | 10 |
| CCN(CC)c1ccc(NC(=O)c2cccc(OCc3ccccc3)c2)cc1 | 8 |
| O=C(Nc1ccc(F)c(Cl)c1)c1ccncc1 | 10 |
| O=C(NNC(=O)c1cccc(Cl)c1)C(=O)N1CCCCC1 | 6 |
| COC(=O)c1cccc(NC(=O)c2cc[n+](C)cc2)c1 | 0 |
| O=C(NCc1cccs1)c1sc2cc(F)ccc2c1Cl | -2 |
| CC(C)Oc1ccccc1NC(=O)c1cc(F)c(F)cc1Cl | 10 |
| CCOC(=O)c1c(NC(=O)c2ccc(S(=O)(=O)N3CCCCCC3)cc2)sc(C)c1C | 1 |
| C=C(C)CNC(=S)NNC(=O)COc1cccc(C)c1 | 20 |
| COc1ccc(C(=O)Nc2c(-c3ccccc3)nc3ccc(C)cn23)cc1 | 0 |
| O=C(c1cc2ccccc2oc1=O)N1CCN(c2ccc([N+](=O)[O-])cc2)CC1 | 2 |
| CC12CCC(C(=O)N(c3nccs3)C1=O)C2(C)C (stereo unspecified) | -2 |
| O=C(NNC(=O)c1cccc2ccccc12)c1cccc(Cl)c1 | 4 |
| COc1ccc(OC)c(/C=N/NC(=O)c2ccc[n+](CC(=O)c3ccccc3)c2)c1 | 4 |
| O=c1c2ccccc2nc(/C=C/c2ccc3c(c2)OCO3)n1-c1cccc([N+](=O)[O-])c1 | -1 |
| O=[N+]([O-])OC12CC3CC(C1)CC([N+](=O)[O-])(C3)C2 | 9 |
| COc1ccc(/C=C2\C(=O)NC(=O)N(c3cc(C)cc(C)c3)C2=O)cc1C | -1 |
| COc1cc(OC)cc(C(=O)NCCCN2CCOCC2)c1 | 13 |
| COC(=O)c1ccc(-c2ccc(/C=C3/SC(NC(C)=O)=NC3=O)o2)cc1 | 6 |
